# MRP reversal – reversal of MRP1-mediated doxorubicin resistance, primary screen, H69AR cells, doxorubicin co-treatment; actives 0.04% (n = 85,000); H69AR cells + 2 uM doxorubicin, CellTiter-Glo, 72 h; AID 602, 2007; differential viability (reversal), % at 10 µM;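 active means viability drop by adding the cancer drug above about 55%, with treated viability meeting a 40% cutoff, limit read from the data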;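 further: viability without doxorubicin minus viability with 2 µM doxorubicin for each compound; larger differential means the compound sensitizes cells more to doxorubicin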
# MRP reversal cytotoxicity – also measured in MRP reversal; calls as there; viability, %; H69AR cells, CellTiter-Glo, 72 h; measured here: cytotoxicity without doxorubicin
# MRP reversal with doxorubicin – second read-out of MRP reversal, no call of its own (marks repeat the call); viability, %; measured here: viability with 2 uM doxorubicin; active compounds read low
# * marks the source's active call; other numbers are inactive results.
# Start of the data: the first 19 compounds (preview)
SMILES,MRP reversal,MRP reversal cytotoxicity,MRP reversal with doxorubicin
Cn1c(=O)c2c(nc(SCC(=O)NC3CCCCC3)n2C)n(C)c1=O,6,89,83
O=C(O)c1ccccc1Nc1cccc(C(F)(F)F)c1,-7,97,105
COc1ccc(OC)c(CNC(=O)CCc2nc(-c3cccs3)no2)c1,6,93,87
Cc1cccc(-n2ncc3c(N4CCC5(CC4)OCCO5)ncnc32)c1,-28,33,61
Cc1c(C(=O)N2CCC(C)CC2)sc2ncnc(N(C)c3ccccc3)c12,12,69,58
CC(=O)c1sc(N2C(=O)c3oc4ccccc4c(=O)c3C2c2ccc(C)o2)nc1C (centres undefined),-5,9,14
O=C1c2cccnc2C(=O)N1Cc1ccccc1,0,99,98
CC(NC(=O)NC1CCCCC1)C(c1cccs1)N1CCOCC1 (centres undefined),3,106,103
Cc1cc(Nc2ccc(Br)cc2F)n2nc(C)nc2n1,10,76,66
Cn1cc(NC(=O)c2cc(NC(=O)c3cc(NC=O)cn3C)cn2C)cc1C(=O)NCCC(=N)N,-25,75,101
CCn1c(=O)cc(OCC(=O)Nc2ccc(Cl)cn2)c2ccccc21,3,90,87
O=C(c1ccc(Cl)cc1)N1CCCCC(Sc2nnc(-c3ccc4c(c3)OCO4)o2)C1=O (centres undefined),16,92,76
CC(=O)c1ccc(Nc2cc(C)nc3nc(C)nn23)cc1,-5,84,89
Cc1ccc(C)c(N2CCN(C(=O)CCc3nc4ccccc4[nH]3)CC2)c1,-1,88,88
CCOCCn1c(CN2CCOCC2)nc2c1c(=O)[nH]c(=O)n2C,9,94,85
CC(C)c1nnc(NC(=O)c2c(O)c3cccc4c3n(c2=O)CC4)s1,-12,28,40
COc1ccc(Cl)cc1NC(=O)CSc1nnc(Cn2c(=O)sc3ccccc32)n1C,-7,62,69
CCCCC(=O)O[C@H]1CC[C@H]2[C@@H]3CCc4cc(O)ccc4[C@H]3CC[C@]12C,0,1,1
C=CCOC(=O)c1sc(N2C(=O)c3oc4ccccc4c(=O)c3C2c2ccco2)nc1C (centres undefined),3,17,15

# The listing, repeating the preview:
SMILES,MRP reversal,MRP reversal cytotoxicity,MRP reversal with doxorubicin
Cn1c(=O)c2c(nc(SCC(=O)NC3CCCCC3)n2C)n(C)c1=O,6,89,83
O=C(O)c1ccccc1Nc1cccc(C(F)(F)F)c1,-7,97,105
COc1ccc(OC)c(CNC(=O)CCc2nc(-c3cccs3)no2)c1,6,93,87
Cc1cccc(-n2ncc3c(N4CCC5(CC4)OCCO5)ncnc32)c1,-28,33,61
Cc1c(C(=O)N2CCC(C)CC2)sc2ncnc(N(C)c3ccccc3)c12,12,69,58
CC(=O)c1sc(N2C(=O)c3oc4ccccc4c(=O)c3C2c2ccc(C)o2)nc1C (centres undefined),-5,9,14
O=C1c2cccnc2C(=O)N1Cc1ccccc1,0,99,98
CC(NC(=O)NC1CCCCC1)C(c1cccs1)N1CCOCC1 (centres undefined),3,106,103
Cc1cc(Nc2ccc(Br)cc2F)n2nc(C)nc2n1,10,76,66
Cn1cc(NC(=O)c2cc(NC(=O)c3cc(NC=O)cn3C)cn2C)cc1C(=O)NCCC(=N)N,-25,75,101
CCn1c(=O)cc(OCC(=O)Nc2ccc(Cl)cn2)c2ccccc21,3,90,87
O=C(c1ccc(Cl)cc1)N1CCCCC(Sc2nnc(-c3ccc4c(c3)OCO4)o2)C1=O (centres undefined),16,92,76
CC(=O)c1ccc(Nc2cc(C)nc3nc(C)nn23)cc1,-5,84,89
Cc1ccc(C)c(N2CCN(C(=O)CCc3nc4ccccc4[nH]3)CC2)c1,-1,88,88
CCOCCn1c(CN2CCOCC2)nc2c1c(=O)[nH]c(=O)n2C,9,94,85
CC(C)c1nnc(NC(=O)c2c(O)c3cccc4c3n(c2=O)CC4)s1,-12,28,40
COc1ccc(Cl)cc1NC(=O)CSc1nnc(Cn2c(=O)sc3ccccc32)n1C,-7,62,69
CCCCC(=O)O[C@H]1CC[C@H]2[C@@H]3CCc4cc(O)ccc4[C@H]3CC[C@]12C,0,1,1
C=CCOC(=O)c1sc(N2C(=O)c3oc4ccccc4c(=O)c3C2c2ccco2)nc1C (centres undefined),3,17,15
CCOCCn1c(CN2CCN(CC)CC2)nc2c1c(=O)n(C)c(=O)n2C,1,101,100
Cc1cccc(NC(=O)C2CCN(S(=O)(=O)c3cccc4nsnc34)CC2)c1,4,83,80
CC(=O)[C@H]1CC[C@H]2[C@@H]3CCC4=CC(=O)CC[C@]4(C)[C@H]3CC[C@]12C,-17,29,46
Brc1cnn(-c2nc(N3CCOCC3)nc(N3CCOCC3)n2)c1,5,75,71
N#CC1=C(c2ccccc2)N=P(N2CCOCC2)(N2CCOCC2)N=C1N1CCOCC1,3,100,97
CSc1nc2ccccc2n1CC(=O)Nc1ccc(C)c(C)c1,15,100,85
CCOC(CNC(=O)c1ccc2c(c1)nc(C)n2-c1cccc(F)c1)OCC,11,85,75
COc1ccc(C2c3c(oc4ccccc4c3=O)C(=O)N2CCN2CCOCC2)cc1OC (centres undefined),-14,83,97
Cc1ccccc1C(OCCN(C)C)c1ccccc1 (centres undefined),-17,78,95
CC(Sc1nnc(Cn2c(=O)sc3ccccc32)n1C)c1ccccc1 (centres undefined),20,93,73
COc1cccc(NC(=O)CSc2nnc(Cn3c(=O)sc4ccccc43)n2C)c1,-5,76,81
CCCN1Cc2cccc(C(=O)Nc3ccc(N4CCN(CC)CC4)cc3)c2C1=O,-15,22,37
C=C1[C@@H](C)C2[C@H](Cc3ccccc3)NC(=O)[C@]23OC(=O)CC[C@H](O)CCC[C@H](C)C/C=C/[C@H]3[C@@H]1O (some centres undefined),-17,38,54
CCc1ccc(C2=CC(c3cc(Br)ccc3F)n3ncnc3N2)cc1 (centres undefined),-32,18,50
COc1ccc(N=Cc2c(O)n(-c3cccc(C)n3)c(=O)c3ccccc23)cc1,5,82,77
COc1ccccc1C1/C(=C(/O)c2ccc(C)cc2)C(=O)C(=O)N1CCN1CCOCC1 (centres undefined),1,85,83
COc1ccc(Nc2cc(C)nc3nc(C)nn23)c(OC)c1,-7,85,92
Cc1ccc(C)c(N2CCN(c3cc(C)nc4nnnn34)CC2)c1,3,97,94
CCCCOc1ccc(NC(=O)Cn2c(=O)ccc3c(C)cc(C)nc32)cc1,9,96,87
Cc1nc2sccn2c(=O)c1CCN1CCC(=C(c2ccc(F)cc2)c2ccc(F)cc2)CC1,0,48,48
Cc1cc(NC(=O)CN2CCN(Cc3ccccc3)CC2)nc2c1c(=O)oc1ccccc12,-15,22,37
CCC1(c2ccccc2)C(=O)NCNC1=O,-16,92,108
Cn1c(Cn2c(=O)sc3ccccc32)nnc1SCC(=O)N1CCN(c2ccccc2)CC1,8,94,87
CNC[C@H](O)c1cccc(O)c1,-2,94,96
Cc1ccc(-c2nc(NC(=O)CSc3nnc4scc(-c5ccccc5)n34)ns2)cc1,-10,77,86
Cc1csc2ncc(C(=O)NCc3ccccc3Cl)c(=O)n12,1,85,83
CCCS(=O)(=O)NCc1ccc2c(c1)cc(C)n2C,-12,88,100
O=C(O)c1ccccc1O,-6,88,93
CN1CCN(CCCN2c3ccccc3Sc3ccc(Cl)cc32)CC1,0,71,71
CCCNCC(O)COc1ccccc1C(=O)CCc1ccccc1 (centres undefined),-6,62,68
COc1ccc2c(c1)-c1nc(NC(=O)c3ccco3)sc1CC2,-33,39,73
COCCCn1c(=N)c(C(=O)NCC2CCCO2)cc2c(=O)n3cccc(C)c3nc21 (centres undefined),7,87,80
CCCN(CCC)S(=O)(=O)c1ccc(C(=O)O)cc1,-7,91,98
COc1ccccc1CNC(=O)c1cc2c(=O)n(C)c3ccccc3c2n1C,1,26,24
CCN(CC)C(=O)c1ccc(O)c(OC)c1,15,99,84
COc1ccc(N=CC2=C(Nc3ccc(OC)cc3)c3c(C)nn(-c4ccccn4)c3CC2)cc1,-12,39,50
CCCCC(=O)O[C@]1(C(=O)CO)CC[C@H]2[C@@H]3CCC4=CC(=O)CC[C@]4(C)[C@H]3[C@@H](O)C[C@@]21C,4,89,85
COc1ccc(NC(=O)Nc2nnc(N3CCCCC3C)s2)cc1OC (centres undefined),2,82,80
COc1cccc(C2C(C(=O)c3ccco3)=C(O)C(=O)N2CCCN2CCOCC2)c1OC (centres undefined),7,94,87
CCNC(=O)c1cc2c(=O)n3cccc(C)c3nc2n1C,-5,87,92
Cc1nn(C)c(C)c1S(=O)(=O)N(CC(=O)Nc1ccc2c(c1)OCO2)c1ccc(C(C)C)cc1,-7,52,59
# Next results follow:
SMILES,MRP reversal,MRP reversal cytotoxicity,MRP reversal with doxorubicin
Clc1ccc(Cn2c(CN3CCCC3)nc3ccccc32)cc1,-6,71,76
CC1CCc2c(sc3nc(SCc4nc(-c5ccccc5)no4)n(C)c(=O)c23)C1 (centres undefined),0,77,77
Cc1c(C(=O)OCc2cc(=O)n3cc(Br)ccc3n2)oc2ccccc12,-1,94,95
O=c1[nH]cnc2c1ncn2[C@@H]1O[C@H](CO)[C@@H](O)[C@H]1O,-8,94,102
O=C(Nc1nc(-c2cccs2)cs1)c1ccc(Cl)s1,-2,4,5
COc1cc(NS(=O)(=O)c2ccc(Cl)cc2)c(C(=O)O)cc1OC,1,96,96
Cc1nc2cc(-c3cccc(F)c3)nn2c(N2CCOCC2)c1C,7,72,66
Cn1c(=O)n(CCc2ccccc2)c(=O)c2c1nc1n2CCCN1c1ccc(F)cc1,20,69,48
CCN1CCN(C(=O)c2cc3c(=O)oc4ccc(C)cc4c3s2)CC1,24,99,75
CCOc1ccc(NC(=O)c2ccccc2O)cc1,-18,91,109
O=c1c(O)c(-c2ccc(O)cc2O)oc2cc(O)cc(O)c12,1,90,89
CCOc1cc2[nH]c(=S)n(CCCN(CC)CC)c(=O)c2cc1OCC,0,70,70
O=C(O)C1CCCCN1S(=O)(=O)c1cccc2nsnc12 (centres undefined),9,98,90
CC(=O)[C@@]1(O)CC[C@H]2[C@@H]3CCC4=CC(=O)CC[C@]4(C)[C@H]3[C@@H](O)C[C@@]21C,-6,92,98
OCCN1CCN(CCCN2c3ccccc3Sc3ccc(C(F)(F)F)cc32)CC1,0,1,1
O=C(/C=C/c1ccccc1)c1ccccc1,-7,1,9
O=C(/C=N/O)NCCCN1CCOCC1,-4,94,99
O=C(Cn1cnc2c(nnn2Cc2ccccc2)c1=O)N1CCCc2ccccc21,20,95,75
CC(=O)OCC[N+](C)(C)C,6,92,86
O=C(Nc1nc(-c2ccccn2)cs1)c1ccc(S(=O)(=O)N2CCCCC2)cc1,-29,42,71
CCOC(=O)c1cn2c3c(c(F)c(F)c(F)c3c1=O)SC(N1CCCC1)=N2,0,68,68
c1ccc(-n2ncc3c2ncn2c(CSc4nc5ccccc5s4)nnc32)cc1,-6,6,12
C[C@H]1O[C@H]1P(=O)(O)O,-13,93,107
COc1cc(-c2nnc3sc(Cc4ccc(Cl)cc4)nn23)cc(OC)c1OC,1,83,82
Cn1c(=O)oc2cc(S(=O)(=O)Nc3ccc(Cl)cc3F)ccc21,-22,83,105
CCc1cccc(Nc2cc(C)nc3ncnn23)c1,-3,89,92
CCC(CC)C(=O)NCCc1cc2c(C)ccc(C)c2[nH]c1=O,-9,96,105
COc1ccc(-c2cc(N)n(S(=O)(=O)Cc3ccccc3)n2)c(OC)c1,-48,89,137
CC1C/C=C/C=C/C=C/C=C/C(O[C@@H]2O[C@H](C)[C@@H](O)[C@H](N)[C@@H]2O)CC2OC(O)(CC(O)CC3OC3/C=C/C(=O)O1)CC(O)C2C(=O)O (some centres undefined),-12,94,106
CCOc1nc(NC(=O)NS(=O)(=O)Oc2cccc(Cl)c2)nc(-c2ccccc2)n1,8,85,77

# Entries of single compounds from above:
# Listed for `CC1C/C=C/C=C/C=C/C=C/C(O[C@@H]2O[C@H](C)[C@@H](O)[C@H](N)[C@@H]2O)CC2OC(O)(CC(O)CC3OC3/C=C/C(=O)O1)CC(O)C2C(=O)O` (some centres undefined) → MRP reversal: -12; MRP reversal cytotoxicity: 94; MRP reversal with doxorubicin: 106
# Listed for `CCc1cccc(Nc2cc(C)nc3ncnn23)c1` → MRP reversal: -3; MRP reversal cytotoxicity: 89; MRP reversal with doxorubicin: 92

# Remaining list, next part
SMILES,MRP reversal,MRP reversal cytotoxicity,MRP reversal with doxorubicin
CCOC(=O)C1CCCN(c2nc3ccccc3nc2C(C#N)C(=O)OC(C)COC)C1 (centres undefined),38,83,45
Cc1cc(NC(=O)CSCCc2ccncc2)no1,-26,79,105
Cc1cc(C)nc(NCC(O)CNc2ccccc2Cl)n1 (centres undefined),-5,93,98
Cc1ccc(NC(=O)c2cnc3scc(C)n3c2=O)c(C)c1,-2,99,101
CC(CCc1ccccc1)NCC(O)c1ccc(O)c(C(N)=O)c1 (centres undefined),0,92,92
CCOc1ccc(NC(=O)c2oc3ccccc3c2NC(=O)C(C)C)cc1,-10,87,97

# A portion of the library (hit frequency here may not be typical).
